# KCNQ2 inh: KCNQ2 potassium channel inhibitors, primary screen, cell-based, CHO-K1, FluxOR thallium flux, B-score (AID 2156); Potassium voltage-gated channel subfamily KQT member 2 (Rattus norvegicus), O88943; 20 min; hits give low values; B-score at 10 µM; actives 1.1% (n = 310,000);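 active means fluorescence ratio B-score at most minus 3 library SDs, with starting brightness B-score within 2 library SDs, cut at about -5.5 in these data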
# Target sequence (O88943 whole entry, looked up): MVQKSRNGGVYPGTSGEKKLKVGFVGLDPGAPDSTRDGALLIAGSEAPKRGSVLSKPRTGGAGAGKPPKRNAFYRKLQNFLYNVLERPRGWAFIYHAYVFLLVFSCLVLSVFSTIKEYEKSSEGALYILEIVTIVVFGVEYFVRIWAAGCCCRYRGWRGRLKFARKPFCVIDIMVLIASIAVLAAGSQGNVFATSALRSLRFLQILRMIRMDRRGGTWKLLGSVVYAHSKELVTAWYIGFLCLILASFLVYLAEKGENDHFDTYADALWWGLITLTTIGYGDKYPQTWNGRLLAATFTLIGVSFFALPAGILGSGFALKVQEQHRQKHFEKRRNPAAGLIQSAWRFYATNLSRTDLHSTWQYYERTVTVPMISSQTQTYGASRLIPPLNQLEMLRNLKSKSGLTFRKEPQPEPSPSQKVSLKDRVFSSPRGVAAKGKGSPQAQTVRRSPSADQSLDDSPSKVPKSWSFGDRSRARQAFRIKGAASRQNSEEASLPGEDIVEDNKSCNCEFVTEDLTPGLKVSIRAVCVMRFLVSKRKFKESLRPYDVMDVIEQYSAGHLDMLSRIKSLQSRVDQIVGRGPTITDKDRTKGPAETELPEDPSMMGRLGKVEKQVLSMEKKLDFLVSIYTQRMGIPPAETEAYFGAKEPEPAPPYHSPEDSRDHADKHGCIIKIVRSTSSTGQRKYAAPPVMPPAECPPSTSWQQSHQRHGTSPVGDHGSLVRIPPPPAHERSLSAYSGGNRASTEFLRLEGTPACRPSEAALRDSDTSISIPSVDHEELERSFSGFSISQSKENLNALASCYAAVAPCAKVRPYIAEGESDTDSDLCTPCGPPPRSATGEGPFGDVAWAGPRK
# STK33 kinase inh: inhibitors of purified STK33 kinase, primary screen, biochemical, ADP-Glo luminescence, homogeneous, cell-free; actives 0.073% (n = 320,000); Serine/threonine-protein kinase 33 (Homo sapiens), Q9BYT3; inhibition, % at 10 µM; AID 2661, 2010; MBP phosphorylation;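 active means inhibition at or above 25%, using the most active replicate where run in duplicate; inactive means inhibition below 25%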
# Kir21 block: inhibitors of mouse Kir2.1 inward-rectifier potassium channel | HEK293-Kir2.1, FluxOR thallium flux fluorescence; hits give low values | B-score at 10 µM | actives 0.85% (n = 310,000);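 active means fluorescence ratio B-score at or below minus 3 SD of library scores, with starting-brightness B-score within 2 SD, cut at about -4.2 in these data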;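 further: channel flux triggered by added potassium and thallium sulfate stimulus; B-score of peak minus minimum fluorescence over baseline after thallium stimulus; more negative B-score means stronger Kir2.1 block with less thallium influx; some compounds called inactive have numbers as strong as hits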
# The depositor's hits bear a star; i = inactive; · = no result given; & = joins results of further samples.
SMILES,KCNQ2 inh,STK33 kinase inh,Kir21 block
CCCN(CC(=O)Nc1ccccc1C)C(=O)C1CCN(c2ncnc3sc(C)c(C)c23)CC1,-6.8*,0.0,0.49
Cc1ccc(C)c(NC(=S)NC(NC(=O)N(C)C)C(Cl)(Cl)Cl)c1 (configuration not stated),i,-2.7,0.15
CCCCOC(=O)Nc1nnc(COc2ccccc2)s1,i,-1.1,0.42
CCc1cc2c(=O)c(-c3cscn3)coc2c(CN(C)C)c1O,i,1.8,-0.82
C=CCN(c1ccc(C(=O)NCCCn2ccnc2)cc1)S(C)(=O)=O,i,-2.9,-1.4
c1ccc(OCCCCN2CCCCC2)cc1,i,-1.0,3
Cn1c(=O)oc2cc(S(=O)(=O)Nc3ccccc3)ccc21,i,0.3,-1.2
CCOc1ccccc1CN1CCN(CCCc2ccccc2)CC1CCO (configuration not stated),i,0.4,-0.31
Cc1cc([N+](=O)[O-])cc2c1NC(=O)C2(O)N1CCOCC1 (configuration not stated),i,-0.2,-0.89
COc1ccc(CC(=O)N2N=C(C)CC2(O)c2cccnc2)cc1OC (configuration not stated),i,-1.5,3
COc1ccc(C(=O)NCCOc2cccc(OC)c2)cc1,i,-0.9,1.5
CNC(=O)/C(=N\O)c1ccccc1,i,·,-0.7
Fc1ccccc1CCNc1c2c(nc3ncnn13)CCCC2,i,-0.5,-0.17
COc1ccc(S(=O)(=O)NC2CCSc3ccccc32)cc1OC (configuration not stated),i,0.1,-2.2
COc1cc(C2C(C#N)=C(N)Oc3cc(C)oc(=O)c32)cc(OC)c1OC (configuration not stated),i,-3.0,0.66
CN1CCN(NC(=O)c2cc([N+](=O)[O-])cc([N+](=O)[O-])c2)CC1,i,-0.4,1.2
CC(=O)N/C(=N/c1nc(C)cc(C)n1)Nc1cccc(C)c1,i,0.0,3
CC(C)[C@H](NC(=O)c1ccccc1)C(=O)OCC(=O)c1ccc2c(c1)NC(=O)CO2,i,1.2,-0.37
COc1ccccc1-c1cc(C(=O)Nc2cc(C)n(Cc3ccc(Cl)cc3)n2)no1,i,-2.0,-1.1
CC1=CC(C)(C)Nc2ccc(OC(=O)CN3C(=O)c4cccc5cccc(c45)C3=O)cc21,i,0.0,0.23
CCN(C(=O)CN1C(=O)S/C(=C\C=C\c2ccccc2)C1=O)C1CCS(=O)(=O)C1 (configuration not stated),i,-1.8,-0.83
O=C(N/N=C/c1ccco1)c1ccc(C(=O)N/N=C/c2ccco2)o1,i,0.3,1.3
CCCCN1C(=O)c2ccc(C(=O)NCc3ccco3)cc2C1=O,i,-1.0,-0.18
O=C(CSc1nc2ccccc2c(=O)[nH]1)c1ccc(O)cc1O,i,·,-1.2
Cc1ccc(-c2nn3c(C)nnc3s2)cc1NC(=O)c1cccnc1,i,9.8,-1.6
CN(C)c1ccc(/C(=N\O)c2ccccc2)cc1,i,1.0,-1.2
O=C(CNC(=O)c1ccc([N+](=O)[O-])cc1)c1ccccc1,i,-1.4,0.3
Cc1cccc(NC(=O)c2cc3cc([N+](=O)[O-])ccc3s2)n1,i,-0.1,1.1
CCCCN1C(=O)C(O)(CC(=O)c2ccccn2)c2ccccc21 (configuration not stated),i,-1.3,0.62
O=C(/C=C/c1ccc(S(=O)(=O)N2CCOCC2)cc1)NC(=S)Nc1ccc(N2CCOCC2)cc1,i,1.6,-0.09

# Part of the list above, with values under each structure:
# Second line of a record: KCNQ2 inh, STK33 kinase inh, Kir21 block
c1ccc(OCCCCN2CCCCC2)cc1
→ i, -1.0, 3
Cn1c(=O)oc2cc(S(=O)(=O)Nc3ccccc3)ccc21
→ i, 0.3, -1.2
CCOc1ccccc1CN1CCN(CCCc2ccccc2)CC1CCO (configuration not stated)
→ i, 0.4, -0.31
Cc1cc([N+](=O)[O-])cc2c1NC(=O)C2(O)N1CCOCC1 (configuration not stated)
→ i, -0.2, -0.89
COc1ccc(CC(=O)N2N=C(C)CC2(O)c2cccnc2)cc1OC (configuration not stated)
→ i, -1.5, 3

# Following part:
SMILES,KCNQ2 inh,STK33 kinase inh,Kir21 block
N#Cc1c(CSCC(=O)O)cc(=O)n2c1[nH]c1ccccc12,i,0.7,0.3
Cc1cc(N2CCOCC2)n2nc(C)c(-c3ccccc3Cl)c2n1,i,-0.3,1.5
COc1ccc(CP(=O)(c2ccccc2)c2ccccc2)cc1,i,-1.0,-0.23
CCC(C)NC(=O)C(=O)NCc1ccccn1 (configuration not stated),i,-1.6,0.12
COC(c1ccccc1)c1nnc(CCC(=O)N(C)C(C2CC2)C2CC2)o1 (configuration not stated),i,-1.1,0.42
O=S(=O)(c1ccc(F)c(F)c1)N1CCN(c2ccccn2)CC1,i,-1.7,0.65
NC(=NCCc1ccccc1)NS(=O)(=O)c1ccc2ccccc2c1,i,2.1,-1.8
O=C(N/N=C/c1ccncc1)c1ccccc1,i,-1.1,0.03
Cc1ccc(NC(=O)CSc2nncn2N)cc1C,i,0.2,-0.9
Cc1ccccc1NC(=S)N(CCN1CCOCC1)Cc1ccccc1F,i,0.0,-0.6
COCC(C)n1c(SCC(=O)N2CCc3ccccc3C2)nc2ccccc2c1=O (configuration not stated),i,-1.2,0.54
Clc1cccc(C2Nc3cccc4cccc(c34)N2)c1,i,16,-1.5
CCOC(=O)N1CCC(NCCNC(=O)c2ccc(Cl)cc2)CC1,i,-1.1,0
CC(C)[C@H](NC(=O)[C@@H]1Cc2ccccc2CN1)C(=O)Nc1ccc2c(c1)OCO2,i,-0.5,-2.6
C#Cc1ccc(CN2CCC(Oc3cc(C(=O)NC4CC4)ccc3OC)CC2)cc1,i,·,0.29
CCCCCc1ccc(C(=O)CCCC)c(=S)[nH]1,i,0.1,-0.02
O=C(/C=C/c1cccs1)Nc1cccc(NC(=O)/C=C/c2cccs2)n1,i,·,1.8
Cc1cc(C(=O)CN2C(=O)NC(C)(CC(C)C)C2=O)c(C)n1-c1ccc2c(c1)OCO2 (configuration not stated),i,0.4,0.77
Cc1cc(C)n(-c2ccc(Cl)c(C(=O)NCc3ccccc3)n2)n1,i,-2.3,-0.27
CCCc1nnc(NC(=O)CCC(=O)N2CCN(Cc3ccc(C)cc3C)CC2)s1,i,1.8,-0.03
O=C(NCc1ccco1)C1CCN(S(=O)(=O)N2CCC3(CC2)OCCO3)CC1,i,0.0,-0.66
Cc1cc(C(N)=O)c2cc(Br)ccc2n1,i,-1.3,0.99
Cc1c(NC(=S)NNC(=O)CCC(=O)O)c(=O)n(-c2ccccc2)n1C,i,-0.3,1.7
Cc1cc(C)nc(NS(=O)(=O)c2ccc(NS(=O)(=O)c3ccccc3)cc2)n1,i,0.1,-0.49
Cc1sc2nc(-c3ccccc3)[nH]c(=O)c2c1-c1ccccc1,i,0.1,-0.67
CC1(C)SC2C(NC(=O)COc3ccccc3)C(=O)N2C1C(=O)O (configuration not stated),i,-0.2&1.5,-0.1
CC1CN(C(=O)/C=C/c2cccc([N+](=O)[O-])c2)CC(C)O1 (configuration not stated),i,-1.3,0.19
O=C(Nc1ccc2c(c1)OCO2)c1ccc2c(c1)OCO2,i,-0.7,-0.05
CC(C)CCNC(=O)[C@H](Cc1ccccc1)N1Cc2ccccc2C1=O,i,-2.8,-0.5
COc1cc(CNCCN2CCOCC2)ccc1OCc1c(Cl)cccc1Cl,i,0.3,-3.1
O=[N+]([O-])c1ccc(N/N=C/c2cn(-c3ccccc3)nc2-c2ccccc2)cc1,i,-0.5,1.4
COC(=O)c1oc2ccccc2c1NC(=O)c1ccccc1O,i,-1.6,1.8
Cc1ccccc1C1C(C#N)=C2N=C(N)c3c(sc4c3CCCCC4)N2C2=C1C(=O)CCC2 (configuration not stated),i,2.3,-0.75
O=C1C2C(C(=O)N1Cc1ccco1)C1C=CC2C12CC2 (configuration not stated),i,-0.2,-0.75
Cc1cccc(NCc2ccccc2O)c1C,i,-0.8,0.41
O=C(NC1CCCC1)c1ccc(COc2ccccc2Br)o1,i,-0.8,0.04
Cc1c(C(N)=O)sc2ncn(CC(=O)N(C)C3CCCCC3)c(=O)c12,i,0.7,1.1
O=C(CC(c1ccccc1)c1ccco1)N1CCCCC1 (configuration not stated),i,-1.1,-3.6
COc1cc(Cl)c(C)cc1Nc1ncccn1,i,0.7,-0.07
C/C(=N\O)c1ccc2[nH]ccc2c1,i,-0.2,-0.09
OCC1OC(n2cnc3ccccc32)CC1O (configuration not stated),i,-0.5,-0.02
C=CCNS(=O)(=O)c1ccc(OC)c(C)c1,i,-1.3,0
CC(C)c1nc2cc(Cl)ccc2n(Cc2ccccc2)c1=O,i,0.1,-0.66
CCc1nc2ccccc2n1CC(=O)Nc1cc(C)on1,i,-0.4,0.47
Cc1ccc(CCNC(=O)c2ccc(NC3=NC4CS(=O)(=O)CC4S3)cc2)cc1 (configuration not stated),i,-1.9,-0.04
O=C(CNC(=O)c1cccc(F)c1)N/N=C/c1ccc([N+](=O)[O-])s1,i,0.1,-0.07
COc1ccc(C(=O)N/N=C(\Cc2ncc[nH]2)c2ccccc2)cc1,i,-0.5,-0.6
COc1ccc2cc(/C=N/NC(=O)c3ccc(CN(c4cccc(Cl)c4Cl)S(C)(=O)=O)cc3)c(Cl)nc2c1,i,·,0.13
O=S(=O)(c1ccccc1)N(Cc1cccc(F)c1)c1ccccc1,i,-1.3,-0.95
COc1ccc(C(=O)N2CCCC(Nc3ccc(C(C)C)cc3)C2)c(OC)n1 (configuration not stated),i,0.2,-0.25
Cc1noc(C)c1COC(=O)Cc1ccc(Cl)c(Cl)c1,i,-1.4,0.25
COc1ccc(OC)c(Nc2nc(N)c([N+](=O)[O-])c(N3CCOCC3)n2)c1,i,1.4,1.1
Cc1ccc(S(=O)(=O)O)c(C)c1N1CCCC1=O,i,0.8,-1.7
CCc1ccccc1N1CSC2=C(C#N)C(c3ccccc3F)CC(=O)N2C1 (configuration not stated),i,0.4,-0.95
Cc1cc(NC(=O)COC(=O)C2CCC2)no1,i,-1.7,0.05
O=C1CSC(c2cccc([N+](=O)[O-])c2)N1CCN1CCCCC1 (configuration not stated),i,-0.8,-0.02
CCCC(=O)N1CCc2cc(OC)c(OC)cc2C1c1cc2cc3c(cc2[nH]c1=O)OCO3 (configuration not stated),i,-0.8,1.6
OC[C@H]1O[C@@H](n2cnc3c(NC4CCCC4)ncnc32)[C@H](O)[C@@H]1O,i,-0.1,1.2
O=S(=O)(c1ccc(N2CCC(c3ccc(Cl)cc3)=N2)cc1)N(CCO)CCO,i,-1.2,0.44
CCOC(=O)[C@@H]1[C@H]2COc3cc(OC)ccc3[C@@H]2N2C(=O)N(c3ccc(Br)cc3)C(=O)[C@]12C,i,-0.7,-0.73
# Continued.
SMILES,KCNQ2 inh,STK33 kinase inh,Kir21 block
Cc1cc(NCCN(C)C)n2nc(-c3cccs3)cc2n1,i,0.3,0.8
CCn1c(CSCc2ccc(C)cc2)n[nH]c1=S,i,0.7,-0.61
O=C1OCC2=C1C(c1ccccc1)CC(=O)N2c1ccc(F)cc1 (configuration not stated),i,-1.2,-0.8
COc1ccc(S(=O)(=O)N2CCC(c3nc4ccccc4[nH]3)CC2)cc1,i,-2.8,-1.8
O=S(=O)(c1ccc(F)cc1)N1CCCc2ccccc21,i,1.9,-6*
N#C/C(=C\c1ccncc1)C(=O)Nc1ccc(C(=O)O)cc1,i,-2.2,0.41
Cc1ccc(NC(=O)c2cc3c(=O)oc4ccccc4c3s2)nc1,i,·,-0.88
O=C(CSc1nc2ccc([N+](=O)[O-])cc2[nH]1)c1ccc(Cl)cc1,i,-0.5,1.1
O=C(CSc1n[nH]c(-c2ccncc2)n1)Nc1ccc(Cl)c(Cl)c1,i,-0.6,1
O=C(NCC1CCCO1)c1ccc(NC(=O)c2ccc([N+](=O)[O-])cc2)cc1 (configuration not stated),i,-0.1,-0.66
CCn1c(SCC(=O)Nc2nc(C)cs2)nnc1-c1ccco1,i,0.3,-0.98
CC(=O)Nc1ccccc1C(=O)C(=O)Nc1ccc(F)cc1,i,1.1,-1.7
S=C(NCc1ccccc1Cl)Nc1ccccc1Cl,i,-0.5,-1.3
O=C(c1ccccc1)c1ccncc1,i,-4.4,1.4
S=C(NCCc1ccccc1)NN=C1CCCCCC1,i,-1.8,-0.15

# The final 5 entries of the part above are carried over, then new ones follow.
SMILES,KCNQ2 inh,STK33 kinase inh,Kir21 block
CCn1c(SCC(=O)Nc2nc(C)cs2)nnc1-c1ccco1,i,0.3,-0.98
CC(=O)Nc1ccccc1C(=O)C(=O)Nc1ccc(F)cc1,i,1.1,-1.7
S=C(NCc1ccccc1Cl)Nc1ccccc1Cl,i,-0.5,-1.3
O=C(c1ccccc1)c1ccncc1,i,-4.4,1.4
S=C(NCCc1ccccc1)NN=C1CCCCCC1,i,-1.8,-0.15
Cc1ccc(NC(=O)c2cccc(NC(=O)/C=C/c3ccco3)c2)cc1C,i,-0.6,0.86
Cc1ccc(S(=O)(=O)N(C)C)cc1NC(=O)COC(=O)COc1ccccc1[N+](=O)[O-],i,1.0,0.22
COc1cc(C(C(=O)NC(C)(C)C)N(C(=O)CNC(=O)c2cccs2)c2ccccc2)cc(OC)c1OC (configuration not stated),i,4.7,1.9
Cc1ccc(N(O)C(=O)OCCNC(=O)Nc2ccccc2)cc1,i,0.2,-1.9
Cc1cc(=O)oc2c(C)c(OCC(=O)NCCCN3CCOCC3)ccc12,i,-0.1,0.14
CCN(CC)S(=O)(=O)c1ccc(C(=O)N2CCN(C3=NS(=O)(=O)c4ccccc43)CC2)cc1,i,0.3,0.27

# Bioassay records: PubChem, several laboratories
